PI5P4Ka inh: inhibitors of human PI5P4K alpha; P48426; PI5P4Kalpha enzyme, ADP-Glo luminescence, 60 min; stronger effect = lower value; actives 1.2% (n = 330,000); max response, %; active means max response of -50% or lower; inconclusive means between -30% and -50%; inactive means -30% or higher; further: value at the top dose of about 77 µM; on the % scale 0 is the no-effect control and ±100 the full control effect
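Single end-point luminescence (ADP-Glo) quantified ADP from PI5P4Kalpha turnover; ATP 5 microM final, 1 h at RT, 0.1% CHAPS and 0.28 mM EGTA in HEPES pH 7.4.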
EPAC1 antagonist: blocks human EPAC1 exchange factor; AID 720709; actives 0.14% (n = 360,000); Potency, µM (series often up to 115 µM), for inactives: top-dose activity change, negative = inhibition, usual class: inhibitors; EPAC1 GEF assay, Rap1b-BODIPY-GDP exchange fluorescence;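 further: potency means the concentration at half of the fitted maximal effect; plate controls were vehicle for no effect and positive control for full effect; nearly all actives have a fitted effect of over 50% in size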
Target sequence (O95398 whole entry, looked up): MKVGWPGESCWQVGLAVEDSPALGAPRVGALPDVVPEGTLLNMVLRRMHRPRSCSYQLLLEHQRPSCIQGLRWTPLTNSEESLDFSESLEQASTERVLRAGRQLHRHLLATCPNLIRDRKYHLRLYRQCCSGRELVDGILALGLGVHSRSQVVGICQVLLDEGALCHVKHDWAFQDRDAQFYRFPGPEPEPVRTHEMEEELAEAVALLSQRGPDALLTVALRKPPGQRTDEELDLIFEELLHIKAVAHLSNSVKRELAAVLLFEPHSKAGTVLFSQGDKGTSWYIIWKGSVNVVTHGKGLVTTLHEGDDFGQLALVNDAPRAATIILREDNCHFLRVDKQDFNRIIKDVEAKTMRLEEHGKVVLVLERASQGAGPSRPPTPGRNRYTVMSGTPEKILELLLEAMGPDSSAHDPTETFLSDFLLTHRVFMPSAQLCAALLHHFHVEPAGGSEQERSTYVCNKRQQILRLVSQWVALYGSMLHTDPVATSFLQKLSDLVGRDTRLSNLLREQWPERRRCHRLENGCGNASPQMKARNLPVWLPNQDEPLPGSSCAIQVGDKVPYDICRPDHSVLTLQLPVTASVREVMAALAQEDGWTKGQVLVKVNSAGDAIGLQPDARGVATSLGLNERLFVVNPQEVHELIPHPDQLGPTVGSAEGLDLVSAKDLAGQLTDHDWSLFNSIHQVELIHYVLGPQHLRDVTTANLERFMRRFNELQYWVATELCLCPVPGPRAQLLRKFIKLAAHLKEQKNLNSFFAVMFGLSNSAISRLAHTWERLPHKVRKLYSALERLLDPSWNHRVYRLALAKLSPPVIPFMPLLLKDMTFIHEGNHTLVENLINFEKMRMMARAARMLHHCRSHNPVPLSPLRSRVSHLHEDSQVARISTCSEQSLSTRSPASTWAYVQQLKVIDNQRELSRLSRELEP
WRN helicase inh: WRN helicase (human) inhibition | Potency, µM (titrated, usually from 114 µM), for the others: top-dose activity change, negative = inhibition, most hits filed as inhibitors | actives 0.46% (n = 360,000) | WRN helicase unwinding, fluorescent forked duplex, kinetic | Q14191; further: potency means the concentration at half of the fitted maximal effect; on the % scale 0 is the no-effect control and ±100 the full control effect; nearly all actives have a fitted effect of over 55% in size
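WRN at 20 nM final was preincubated with compound for 15 min at room temperature; reaction started with 100 nM forked duplex oligonucleotide carrying fluorophore and quencher plus 2 mM ATP (final). Unwinding followed kinetically by red fluorescence (ex 525/em 598 nm).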
FUS suppressor: suppressors of FUS proteinopathy in yeast | S. cerevisiae FUS-expressing, growth rescue, OD600, 24 h | Potency, µM (doses to about 76.6 µM), for inactives: top-dose growth rescue (activation), most hits filed as activators | actives 0.24% (n = 390,000) | AID 1347120;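 further: potency means the concentration at half of the fitted maximal effect; plate controls were DMSO vehicle for no effect and reference control for full effect; nearly all actives have a fitted effect of over 55% in size; some results filed as inactive show a strong effect at the top dose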
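Absorbance at 600 nm, taken 24hr after compound addition, measured rescue of FUS-yeast growth at 30C. Induction used 2% galactose with seeding at OD 0.005. Controls: CP55940 from 92uM final, DMSO only.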
Abeta yeast res: compounds reversing amyloid beta toxicity in yeast | yeast expressing A-beta42, growth rescue, OD600, 48 h; response scale: 0% DMSO, 100% iron-clioquinol control | Potency, µM (titrated, usually from 46.1 µM), without a hit: at the top dose growth rescue, usual class: activators | actives 0.063% (n = 410,000); further: potency means the concentration at half of the fitted maximal effect; nearly all actives have a fitted effect of over 55% in size
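Yeast growth medium received pinned compounds, then yeast cells expressing toxic A-beta were added; plates incubated at 30 C for 48 hr. Growth read as absorbance at 600 nm, normalized to DMSO and equimolar FeCl3 plus clioquinol controls.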
PLK1 PBD inh: blocks phosphopeptide binding to human PLK1 polo-box domain; P53350; Plk1 PBD binding of FITC phosphopeptide, fluorescence polarization; Potency, µM, inactives show max response, negative = inhibition, hits mostly inhibitors; actives 2.8% (n = 360,000); further: potency means the concentration at half of the fitted maximal effect; series mostly up to about 57 µM; on the % scale 0 is the no-effect control and ±100 the full control effect; nearly all actives have a fitted effect of over 65% in size
aSyn rescue: alpha-synuclein toxicity inhibition in yeast. Yeast expressing alpha-synuclein, growth rescue, BacTiter-Glo, 24 h. Potency, µM (top dose mostly 46.1 µM), without a hit: at the top dose growth rescue (activation), hits mostly activators. actives 0.14% (n = 370,000); further: potency means the concentration at half of the fitted maximal effect; % of control where 0% means no effect; nearly all actives have a fitted effect of over 65% in size
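Readout is rescue of growth in alpha-synuclein-expressing yeast, so inhibitors of toxicity appear as activators. Growth after 24 hr at 30 deg C in galactose medium is quantified by luminescence.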
EPAC1 ag: EPAC1 (human) agonism. O95398. EPAC1 agonist qHTS, biochemical assay; response scale: 100% = response to 6.5 mM cAMP. Potency, µM (top dose mostly 154 µM), inactives show at the highest dose activation, actives largely listed as activators. actives 0.073% (n = 360,000). AID 720707; further: potency means the concentration at half of the fitted maximal effect; nearly all actives have a fitted effect of over 60% in size
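Multi-concentration qHTS readout: loss of Rap1B-bound BODIPY-GDP fluorescence driven by 100 nM EPAC1 with excess GDP (50 uM), monitored kinetically at room temperature; agonist response expressed relative to 6.5 mM cAMP.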
IL2 activator: activates IL-2 in a cell-based reporter assay; IL-2 activation reporter assay, cell-based qHTS; stimulated with anti-CD3/CD4/CD28 beads; in transgenic mouse T cells; actives 0.065% (n = 360,000); AID 652025; activation, % (series mostly up to about 46 µM); in the data active means activation above about 50%; inconclusive means mostly about 30% to 49%; further: 0% is about no effect
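Readout: EGFP and DsRed signals by fluorescent plate cytometry. Unstimulated transgenic mouse T cells received compound 60 min before antibody-bead stimulation, then incubated 18 h at 37 degrees C.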
The depositor's hits bear a star; ? = inconclusive; nt = not tested or not shown; & = joins results of further samples; [ ] = dose if it differs, or a comment. Unless noted, the call rests on the fitted dose curve; in most records, active means well fitted curve in the direction sought with a large enough effect; inconclusive means small, poorly fitted or top-dose-only effect, or another doubt; inactive means no such curve, though single readings can be large; an effect the other way counts as inactive or inconclusive.

SMILES	PI5P4Ka inh	EPAC1 antagonist	WRN helicase inh	FUS suppressor	Abeta yeast res	PLK1 PBD inh	aSyn rescue	EPAC1 ag	IL2 activator
Cc1ccc2c(c1)c1ncnc(N3CCOCC3)c1n2C	4	-3%	-6%	nt	-3%	-1%	8%	-3%	-4.2
Cc1ccc(-c2c(C(=O)N/N=C/c3cccnc3)nnn2-c2nonc2N)cc1	1	1%	-1%	-6%	-1%	-6%	2%	-5%	-1.4
O=C(NCc1ccco1)C1CCN(S(=O)(=O)Cc2ccccc2)CC1	nt	11%	-5%[57.1 µM]	-18%	-6%	-6%	4%	6%	-1.6
CCn1c(SCC(=O)Nc2oc(C)c3c(C)n[nH]c(=O)c23)nc2sc(C)c(C)c2c1=O	-3	1%	-29%	2%	-1%	-21%	-3%	-14%	-0.1
C#Cc1ccc(CN2CCC(Oc3ccc(C(=O)NCc4ccccn4)cc3)CC2)cc1	-12	-2%	-23%	nt	-6%	-13%	-2%	8%	-1.7
CN1CC2(Cc3c1ccc1ccccc31)C(=O)OC(C)(C)OC2=O	4	1%	-21%	47%	4%	-16%	1%&12%	-3%	2.2
COc1ccc(Cn2nnnc2C(C(C)C)N2CCc3ccccc32)cc1 (stereo not drawn)	nt	-18%	-9%	17%	-29%	-4%	23%	18%	-0.8
O=C(Nc1ccc(S(=O)(=O)N2CCOCC2)cc1)c1ccccc1F	-2	-14%	3%	19%	21%	-2%	5%	9%	-0.1
CC1=NNC(=O)C1CC(=O)N/N=C/c1ccncc1 (stereo not drawn)	1	1%	8%	1%	-2%	-10%	-3%	7%	1.4
Cc1ccc(CC(=O)O/N=C(\N)c2cccc([N+](=O)[O-])c2)cc1	-5	6%	6%	-6%	-9%	-12%	-3%	-5%	-1.9
Cc1cccc(NC(=O)/C(C#N)=C/c2ccccc2Cl)n1	5	12%	2%	-2%	12%	-14%	2%	8%	2.5
CN(Cc1ccco1)C(=O)CSc1nn2c(=O)c(C(C)(C)C)nnc2s1	-10	19%	-11%[11.6 µM]	12%	3%	-23%	4%[1.84 µM]	-20%	0.4
COc1ccc(-n2nc(C(=O)NCC(=O)NCCCN3CCN(C)CC3)c3ccccc3c2=O)cc1OC	4	5%	12%	38%	-9%	-5%	-17%	-1%	-0.1
CS(=O)(=O)N1CCN(C(=O)NC2CCCCC2)CC1	1	5%	-27%	12%	-7%	-8%	-3%	-8%	-0.9
C=C(C)CNC(=S)Nc1sc2c(c1C(=O)OCC)CC(C)(C)OC2	-11	-9%	-12%	-11%	17%	19µM*	-9%	-2%	-2.4
COCCn1c(C)cc(C2=NNC(=Nc3ccc(Cl)cc3Cl)SC2)c1C	nt	16%	1%	?	5%	-10%	-2%	-33%[inhibitor]	-2.3
O=C(CCCOc1ccccc1)NCCc1ccccc1	-5	-1%	-5%	1%	9%	-5%	3%	-10%	0.1
CC(C)(C)Nc1nc(SCC(=O)Nc2ccccc2)nc(N2CCOCC2)n1	-15	-16%	-11%	29%	1%	-18%	9%	5%	-0.8
Cc1nc(N)sc1N=Nc1ccc(Br)cc1	nt	0%	-4%	33%	-6%	-1%	3%	0%	-2.4
Cc1ccnc(NC2(C(F)(F)F)N=C(c3ccccc3)NC2=O)c1 (stereo not drawn)	nt	-2%	-1%	-6%	14%	0%	5%	-2%	-0.9
CCOc1ccc(C(=O)OCC(=O)Nc2cccnc2Cl)cc1OCC	1	8%	5%	nt	6%	3%	5%	6%	2.3
O=C1C=CC(=O)N1Cc1cccnc1	2	1%	-11%	2%	9%	0%	1%	-4%	-0.6
CC(C)(C)n1nnnc1C(c1ccc(Cl)cc1)N1CCCc2ccccc21 (stereo not drawn)	6	-10%	5%	-25%	16%	-4%	5%	9%	1.7
CC(C)CCNC(=O)C1CC(=O)N(CCc2ccccc2)C1 (stereo not drawn)	-1	2%	-1%	23%	-3%	1%	2%	-8%	2.9
CC1CC(C)CN(C(=O)C2CCN(S(=O)(=O)c3cccc4cccnc34)CC2)C1 (stereo not drawn)	0	4%	-6%	20%	5%	4%	9%	3%	-4.8
COCCN1C(=O)N[C@@H](c2ccccc2)C(C(=O)OC)=C1C	3	-6%	-5%	-11%	-11%	-15%	-8%	2%	0.6
Cc1cccc(OCCCCNCc2ccccc2)c1	-7	-13%	4%[57.1 µM]	-2%	2%	-9%	-15%	10%	-0.8
CS(=O)(=O)N(Cc1ccc(C(=O)NCCSCc2ccco2)cc1)c1ccccc1	nt	-1%	4%	23%	-4%	-2%	1%	9%	0.9
CCOC(=O)C(NC(=O)OC(C)C)(Nc1nccs1)C(F)(F)F (stereo not drawn)	-8	10%	-1%	-20%	-6%	-9%	-8%	3%	0.8
Cc1cccc(C(C)Nc2ccc([N+](=O)[O-])cn2)c1 (stereo not drawn)	3	-1%	-22%	-4%	-35%[inhibitor]	-4%	0%	10%	-2.4
O=C(N/N=C/c1c(Cl)cccc1Cl)c1ccc(F)cc1	nt	3%	5%	11%	18%	2%	4%	-2%	-1.8
Cc1ccc2c(c1)c1c(n2CC(O)Cn2ccnc2C)C(=O)CCC1 (stereo not drawn)	9	0%	1%	9%	-3%	-7%	-1%	0%	0.3
COc1cc2c(cc1NC(=O)c1ccncc1)oc1ccccc12	1	-12%	4%	13%	-32%[inhibitor]	-6%	-3%	7%	0.0
FC(F)(F)COc1ccc(-c2nnc(SCc3c(Cl)cccc3Cl)o2)cn1	-7	0%	-9%	-48%	1%	2%	13%	-1%	1.2
Cc1nn(-c2ccccc2)c(C)c1C1C(C#N)=C(N)Oc2n[nH]c(C)c21 (stereo not drawn)	10	5%	-2%	-1%	-8%	-5%	1%	-2%	-1.8
CC(C)CSc1nnc2c3ccccc3n(C)c2n1	2	-8%	?	43%	-32%[inhibitor]	-13%	-36%[inhibitor]	-5%	-0.9
CC(C)(C)OC(=O)N1Cc2ccccc2C[C@H]1C(=O)O	-5	7%	12%	-12%	-18%	-27%	-5%	-7%	-1.8
Cc1cccc(CNC(=O)c2sc(=O)n(Cc3ccccc3C)c2C)c1	1	-24%	-7%[57.1 µM]	-12%	-13%	-6%	6%	-10%	0.1
COc1cccc(CNC(=O)Cn2ncn3cccc3c2=O)c1OC	-8	3%	-1%	-34%	-16%	-2%	1%	7%	-1.5
c1ccc(CCNc2nc3ccccc3n3nnnc23)cc1	3	14%	-5%	nt	11%	-4%	5%	0%	2.8
CC(C)(C)c1ccc(C(=O)Cn2nc(C(=O)O)c3ccccc3c2=O)cc1	0	7%	7%	-13%	-42%[inhibitor]	2%	-6%	-8%	-0.5
O=C(COc1ccccc1[N+](=O)[O-])N/N=C/c1ccc[nH]1	-6	-18%	-31%	-5%	0%	-7%	-3%	-4%	-0.1
Cc1nc(SCC(=O)c2ccccc2)[nH]c(=O)c1Oc1ccc(Cl)cc1	-8	6%	-8%	21%	-3%	-18%	8%	7%	1.6
COc1ccccc1-n1ccn(CC(=O)Nc2ccc(C)cc2Cl)c(=O)c1=O	-5	1%	-6%	15%	-3%	1%	22%	-4%	0.2
CCOC(=O)COc1c(OC)cc(Cl)cc1C1Nc2ccccc2C(=O)N1c1ccccc1 (stereo not drawn)	nt	5%	-11%	?	20%	0%	12%	11%	1.0

Looked up above.
c1ccc(CCNc2nc3ccccc3n3nnnc23)cc1 – EPAC1 antagonist = 14%
Cc1cccc(CNC(=O)c2sc(=O)n(Cc3ccccc3C)c2C)c1 – EPAC1 ag = -10%

Remaining list, next part.
SMILES	PI5P4Ka inh	EPAC1 antagonist	WRN helicase inh	FUS suppressor	Abeta yeast res	PLK1 PBD inh	aSyn rescue	EPAC1 ag	IL2 activator
COc1cc(CCCN2CCNC[C@@H]2Cc2ccc(O)cc2)cc(OC)c1OC	-2	0%	-2%	-19%	-18%	-14%	-4%	0%	-0.2
O=C(O)c1ccc(S(=O)(=O)N2CCC(n3nnc4cc(C(F)(F)F)ccc43)CC2)cc1	-4	9%	-6%	24%	2%	-19%	2%	3%	3.6
Cc1cc(NC(=O)CSc2nnc(-c3ccccc3)n2Cc2ccco2)no1	-1	7%	-5%	5%	12%	0%	-4%	-8%	-1.7
CCCCOc1ccc(S(=O)(=O)NCc2csc(C)n2)cc1	nt	-2%	-5%[57.1 µM]	6%	-8%	-3%	-4%	2%	-3.0
Cc1cc(C)nc(SC/C=C/c2ccccc2)n1	-4	0%	-1%	-17%	16%	?	26%	4%	3.0
COc1ccc(S(=O)(=O)Nc2ccccn2)cc1	0	3%	-3%	-3%	2%	3%	3%	6%	1.6
Cc1cc(C)c([N+](=O)[O-])cc1NC(=O)CCSc1ccccc1Cl	2	-27%	3%	-19%	-5%	-20%	0%	-14%	-3.9
CCCc1nc2sc3c(c2c(=O)n1N)CCC3	3	-5%	-2%	21%	-12%	-8%	17%	7%	0.6
CCOc1ccccc1NC(=O)C1=C(C)NC(=O)NC1c1cccc(OC)c1OC (stereo not drawn)	nt	-5%	-6%	20%	14%	1%	0%	7%	-1.5
Cc1ccc(-n2c(C)c(C)c3c(NCCCO)ncnc32)cc1	-2	-20%	-11%	12%	-3%	-2%	2%	-4%	-0.5
CN(CC(=O)Nc1sccc1C#N)Cc1ccccc1	-22	0%	7%	nt	-11%	-7%	8%	-10%	-1.3
COc1cc2oc(=O)cc(-c3ccc(-c4ccc(O)cc4)cc3)c2c(OC)c1OC	-9	-4%	-14%	?	-18%	-11%	1%	19%	-0.1
O=C(CC1CCCCC1)NCc1ccco1	1	-1%	-2%	6%	6%	-5%	1%	3%	1.1
Cc1cccc2cc(CN(Cc3cccs3)C(=S)NCc3ccco3)c(=O)[nH]c12	-7	-4%	-2%	nt	17%	-17%	-3%	9%	0.2
CCOC(=O)CSCC(=O)Nc1cc(C)ccc1C	nt	18%	4%	16%	-6%	?	-6%	-1%	-3.8
O=C1NC(c2ccncc2)C(C(=O)c2cccs2)C(O)(C(F)(F)F)N1 (stereo not drawn)	-1	1%	7%	9%	14%	0%	nt	-10%	-0.8

Source: PubChem
